Screening data (PubChem BioAssay)
DENV2 CPE: inhibitors of DENV2 cytopathic effect, primary screen, cell-based, plate reader, single concentration. DENV2-infected cells, cytopathic effect rescue. CPE inhibition, % at 9.99 µM. 350,000 compounds, 1.7% hits. AID 651640, 2012; in the data active means CPE inhibition above about 20%, passing the limit was not always enough; inconclusive means no clear call, values can overlap the other calls; tested in BHK-21 cells;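 further: 0% = median of neutral control wells and 100% = median of positive control wells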
CASP6 VEID inh: human caspase-6 inhibitors, primary screen, biochemical, VEID-R110 fluorescence, single point, set 2. 350,000 compounds, 0.53% hits. P55212. purified caspase-6, Z-VEID-R110 cleavage fluorescence. inhibition, % at 12.5 µM;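 active means mean inhibition across replicates at least about 35%, with every replicate also reaching that limit, limit read from the data; inconclusive means only one of the two criteria met; inactive means neither criterion met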;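 further: 0% = median of neutral control wells and 100% = no fluorescence left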
Target sequence (P55212 24-179 limits assumed): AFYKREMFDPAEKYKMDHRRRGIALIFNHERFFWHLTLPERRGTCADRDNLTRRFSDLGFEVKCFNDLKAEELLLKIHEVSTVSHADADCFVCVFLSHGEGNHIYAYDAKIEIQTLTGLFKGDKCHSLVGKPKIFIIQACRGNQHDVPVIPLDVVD
Target sequence (P55212 194-293 limits assumed): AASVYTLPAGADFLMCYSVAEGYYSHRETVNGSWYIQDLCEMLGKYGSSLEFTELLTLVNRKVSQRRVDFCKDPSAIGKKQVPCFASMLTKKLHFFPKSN
RAD54 inh: inhibitors of human RAD54 branch migration, primary screen, biochemical, fluorescence, single point. DNA repair and recombination protein RAD54-like (Homo sapiens), Q92698. RAD54 Holliday junction branch migration, FAM/BHQ fluorescence. inhibition, % at 10.4 µM. 360,000 compounds, 0.14% hits. AID 602329, 2012;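 active means mean normalized replicate activity at least 40 and at least half of replicates scoring 40 or more; inconclusive means only one of the two criteria met; inactive means mean below 40 and under half of replicates reaching 40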;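 further: 0% = median of neutral control wells and 100% = median of positive control wells; inhibitors cause a drop in the FAM fluorescence signal; in these data hits start at about 50%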
Target sequence (Q92698 whole entry, looked up): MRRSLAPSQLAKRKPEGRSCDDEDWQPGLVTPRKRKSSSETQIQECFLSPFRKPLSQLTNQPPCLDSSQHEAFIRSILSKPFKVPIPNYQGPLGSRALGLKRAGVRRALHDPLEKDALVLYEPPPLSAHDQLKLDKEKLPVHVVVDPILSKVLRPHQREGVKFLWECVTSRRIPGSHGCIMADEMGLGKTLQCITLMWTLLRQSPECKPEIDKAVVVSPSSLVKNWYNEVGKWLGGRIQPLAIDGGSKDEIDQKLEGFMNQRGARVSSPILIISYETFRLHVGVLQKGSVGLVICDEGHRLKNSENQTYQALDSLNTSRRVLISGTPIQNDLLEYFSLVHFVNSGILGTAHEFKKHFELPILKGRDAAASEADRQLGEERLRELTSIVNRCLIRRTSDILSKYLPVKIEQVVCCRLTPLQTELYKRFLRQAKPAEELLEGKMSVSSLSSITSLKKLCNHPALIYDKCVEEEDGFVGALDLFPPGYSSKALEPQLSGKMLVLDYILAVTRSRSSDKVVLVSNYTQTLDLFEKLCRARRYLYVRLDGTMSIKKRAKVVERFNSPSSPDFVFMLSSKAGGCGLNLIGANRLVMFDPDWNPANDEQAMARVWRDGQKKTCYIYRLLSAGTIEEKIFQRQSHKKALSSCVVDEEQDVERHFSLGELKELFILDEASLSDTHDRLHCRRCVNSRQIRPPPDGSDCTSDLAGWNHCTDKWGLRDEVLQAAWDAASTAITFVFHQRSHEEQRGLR
RAD52 inh: RAD52 DNA annealing inhibitors, primary screen, biochemical, FRET, single point, set 2 | DNA repair protein RAD52 homolog (Homo sapiens), P43351 | recombinant RAD52 DNA annealing, FRET fluorescence | inhibition, % at 18.7 µM | 360,000 compounds, 0.46% hits | AID 651710, 2012;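 active means every replicate showing at least 50% inhibition; inconclusive means mean inhibition at least 50% but not in every replicate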
INS-1E GSIS act: GLuc luminescence reporter in INS-1E cells, primary screen for activators of glucose-dependent secretion of insulin. INS-1E GLuc reporter insulin secretion, 2-3 h. activation, % at 16.6 µM. 370,000 compounds, 0.61% hits. AID 743287, 2014;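 active means lowest replicate activation of at least 40%, so every replicate reaches that level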;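 further: 0% = median of neutral control wells and 100% = median of IBMX positive control wells; some compounds called inactive have numbers as strong as hits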
E-sel inducer: E-selectin induction in HUVECs, primary screen, imaging, HUVEC, immunofluorescence imaging, single point. normalized: neutral wells 0, TNF-alpha wells 100. activation, % at 7.58 µM. 260,000 compounds, 0.37% hits. AID 686992, 2013;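 active means mean E-selectin-positive cell signal at least 10% of the positive control, reached in at least 60% of replicates, without over 20% cell loss; inconclusive means no rule given, readout overlaps actives, possibly toxicity-flagged; inactive means the rest, including those meeting only one limit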;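 further: in these data hits start at about 27%; measured in HUVEC primary endothelial cells; signal is the percent of cells scored E-selectin positive by PE staining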
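Read-out basis: % PE-positive cells; Test system: HUVEC primary endothelial cells; Technique: immunofluorescence imaging; Dosing: single-point compound dose.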
Xi reactivation: activators of inactive X chromosome reactivation, primary screen, imaging, XiGFP fibroblasts, GFP high-content imaging, set 2 | 360,000 compounds, 0.055% hits | activation, % at 7.58 µM | XiGFP mouse fibroblasts, % GFP-positive cells imaging, 3 d; cells co-treated with 5-aza-dC sensitizer; scaled so ellipticine positive control = 100%;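 active means mean normalized replicate activation at least 10% and every replicate at or above 10%; inconclusive means only one of the two criteria met; inactive means mean below 10% and not all replicates reach 10%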;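 further: 0% = median of on-plate neutral control wells and 100% = ellipticine 6 µM median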
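System: SV40-immortalized XiGFP fibroblast cells, line 68-5-11 / Incubation: 3-day compound exposure, then 15 min fixation at room temperature / Compound: single concentration per compound, delivered by pin transfer / Buffer or medium: DMEM plus 5-aza-dC sensitizer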
F508del corr: F508del CFTR correction, initial screen, CFBE line, single point | CFBE cells, YFP halide quenching; stimulated with forskolin plus potentiator P3; % fluorescence drop versus neutral controls | activity (quench increase), % at 7.58 µM | 350,000 compounds, 0.36% hits | AID 720511, 2013;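 active means mean added fluorescence quench of at least 8% versus neutral control, with both replicates also reaching 8%; inconclusive means only one of the mean or replicate conditions met; inactive means mean below 8% and not both replicates reaching 8%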;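 further: cells transiently co-express mutant CFTR-F508del with the halide-sensitive YFP; corrector assay measuring rescue of mutant channel to the surface after 24 h compound exposure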
* marks the source's active call; other numbers are inactive results; u = inconclusive; x = not tested or not shown; & = joins results of further samples.

mol,DENV2 CPE,CASP6 VEID inh,RAD54 inh,RAD52 inh,INS-1E GSIS act,E-sel inducer,Xi reactivation,F508del corr
CCc1ccc(-c2ccc3nnc(SCC(N)=O)n3n2)cc1,0,-2,3,3,-2,x,0.0,-0.5
COc1cccc(C2CC(c3ccc(Cl)cc3Cl)n3nc(N)nc3N2)c1 (configuration not stated),-2,4,-7,-19,-15,x,0.4,-0.8
Cc1cccc(C)c1N1C(=O)CC(N2CCN(S(=O)(=O)c3ccccc3F)CC2)C1=O (configuration not stated),2,1,0,-16,2,-1.2,-0.1,-0.5
CCOC(=O)[C@]12CCCC=C1N(Cc1ccc3c(c1)OCO3)C(=O)[C@H](CC(=O)N1CCN(C(=O)C3CC3)CC1)C2,-15,5,x,1,x,x,0.2,3.0
CC1(CCc2ccccc2)NC(=S)N(c2ccccc2)N1 (configuration not stated),9,-1,x,-6,3,1.5,-0.1,x
Cc1cc(Cl)ccc1C(O)c1ncc(-c2cccc(F)c2)[nH]1 (configuration not stated),8,8,-2,-8,-8,0.1,0.1,-2.0
N[C@@H](Cc1ccc(O)cc1)C(=O)Nc1ccc2ccccc2c1,-7,-1,3,-99,-5,-0.4,0.3,-1.7
C[C@@H]1CN([C@@H](C)CO)C(=O)c2cccc(NC(=O)NC3CCCCC3)c2O[C@H]1CN(C)S(=O)(=O)c1ccc(Cl)cc1,-10,3,-3,-1,-2,0.3,-0.1,-1.0
O=C(CN1CCOCC1)N1CCCCN2[C@H](C1)[C@@H](c1ccc(/C=C/c3ccccc3)cc1)[C@@H]2CO,6,-1,-5,33,-15,-0.1,0.2,-1.3
CCCCCCCNC(=O)C1(CC2CC(c3ccc(Cl)cc3)=NO2)CCN(C(=O)c2cc(OCC)c(OCC)c(OCC)c2)CC1 (configuration not stated),-3,3,8,-10,7,0.3,0.0,-4.1
O=c1[nH]c(/C=C/c2ccccc2)c([N+](=O)[O-])c(=O)[nH]1,0,7,-1,-5,6,x,0.2,0.6
Cc1ccc(-c2ccc3c(c2)O[C@@H](CN(C)C(=O)Nc2ccc(C(F)(F)F)cc2)[C@@H](C)CN([C@@H](C)CO)S3(=O)=O)cc1,-2,-2,1,5,-3,0.1,-0.9,3.9
O=C(Nc1nc2ccc([N+](=O)[O-])cc2s1)c1ccco1,x,1,x,-7,-12,x,0.0,-1.0
CCN(CC(=O)NCc1cccs1)C(=O)c1ccc(NS(=O)(=O)c2ccc(C(C)=O)cc2)cc1,2,3,x,4,7,x,0.2,-0.8
CCOc1ccccc1NC(=O)CCNC(=O)C1CCN(S(=O)(=O)c2ccccc2)CC1,u,0,-2,-114,7,-0.1,1.1,-2.7
Cc1cccc(S(=O)(=O)N2CCC(CO)(Cc3ccccc3)CC2)c1,-5,1,x,13,-3,x,0.0,-2.7
Cc1cccc(S(=O)(=O)N(C)C[C@@H]2OCc3cn(nn3)CCCC(=O)N([C@H](C)CO)C[C@H]2C)c1,u,2&0,-3&1,-2&24,-7&-4,-0.2,0.2&0.2,-0.2&-0.9
C[C@H](CO)N1C[C@H](C)[C@H](CN(C)Cc2ccccc2)Oc2c(NC(=O)Nc3ccc(F)cc3)cccc2C1=O,5&0,2&-2,1&3,11&-9,-10&-9,-0.3&0.0,0.1&0.3,-0.7&-1.0
CN(CCc1ccccc1)C(=O)c1ccc(NC(=O)Cc2ccc(NC(=O)C3CCCN(C(=O)C4CC4)C3)cc2)cc1 (configuration not stated),3,0,-8,-18,7,1.2,0.1,-2.6
Cc1ccnc(N=Cc2nc(-c3ccccc3Br)oc2O)c1,2,2,x,-46,-4,-8.2,0.0,-3.7
COC(=O)/C=C/c1ccc(OC(=O)c2ccncc2)cc1,x,3,x,-5,10,0.3,0.2,x
C/C(=N/Nc1ccc(C(=O)O)cc1)c1ccc2c(c1)Nc1ccccc1S2,u,12,x,-16,-2,0.6,0.0,1.2
CN(C)c1ccc(C=NC(CO)C(O)c2ccc([N+](=O)[O-])cc2)cc1 (configuration not stated),-6,-3,x,-11,-7,-0.1,0.3,-1.4
CCCC(=O)N1CC2(C1)CN(Cc1ccc(Cl)cc1)[C@H](CO)c1[nH]c3cc(OC)ccc3c12,-12,0,x,-1,-11,u,0.1,1.2
CCOC(=O)N1CCC(NC(=O)c2cc3c(-c4ccccc4F)nn(C)c3s2)CC1,5,-1,10,-3,-50,-0.1,0.3,-3.5
COc1ccc(NC(=O)Nc2ccc3c(c2)CC(=O)N([C@H](C)CO)C[C@H](C)[C@H](CN(C)C(=O)NC2CCCCC2)O3)cc1,29*,-4,-4,-5,-3,-0.1,0.3,0.5
CCN(CC(=O)Nc1ccc(NC(C)=O)cc1)C(=O)c1cc(-c2ccccc2Cl)nc2ccccc12,-3,1,-9,-8,-5,-1.1,0.0,1.4
CCNC(=O)N(C)c1c(CC)nc2ccc(C(=O)Nc3cccc(OCC(=O)N(C)C)c3)cn12,-1,3,3,-11,11,0.9,0.0,0.4
C[C@@H]1CN([C@H](C)CO)C(=O)c2cccc(NS(C)(=O)=O)c2O[C@H]1CN(C)S(=O)(=O)c1ccc(F)cc1,x,x,x,x,6,-0.9,0.1,1.8
CCOC(=O)C1=C(COC(=O)/C=C/c2ccc(O)c(OC)c2)NC(=O)NC1C (configuration not stated),1,4,x,-3,59*,x,0.1,-5.0
CCN(CC)S(=O)(=O)c1ccc(NC(=O)C2c3ccccc3Oc3ccccc32)cc1,x,x,x,x,-11,-0.1,0.0,-2.4
C[C@H](O)C#Cc1cnc2c(c1)C(=O)N([C@H](C)CO)C[C@@H](C)[C@@H](CN(C)C(=O)CC1CC1)O2,11,2,0,2,36,-0.2,0.7,-0.7
Cc1cccc(-n2c(SCC(=O)O)nc3sc4c(c3c2=O)CCC4)c1,-6,2,-9,-22,19,5.8,0.0,0.5
CCOC(=O)C[C@@H]1OC2CCCCC2N1S(=O)(=O)c1ccc(C)cc1 (some centres not stated),-3,0,x,-8,-20,-4.5,0.1,1.1
CCc1ccc(S(=O)(=O)N2CCN(c3ccccc3OC)CC2)cc1,-4,-3,4,-3,-5,-0.1,0.1,2.3
CCOC(=O)CCCCCC(=O)Nc1ccc2c(c1)C(=O)N([C@H](C)CO)C[C@H](C)[C@@H](CN(C)C(=O)Nc1ccccc1)OCCCC[C@@H](C)O2,1&-8,-1&1,-11,-145,-21,0.3,0.3,2.9&-3.7
COc1ccc(CC(=O)Nc2nnc(C(C)C)s2)cc1OC,-5,0,x,-4,1,x,0.0,1.4
CN(CC(=O)Nc1ccccc1Cl)CC(=O)Nc1cccc2ccccc12,-7,0,-12,-12,5,x,0.2,0.2
CCc1ccccc1NCc1cc(=O)oc2cc(C)ccc12,7,0,-14,-6,-12,x,0.0,-3.9
O=C1C(Cc2ccccc2O)NC(=S)N1c1ccccc1 (configuration not stated),1,1,x,1,-5,2.5,0.0,0.3
COc1ccc(-c2nc(CS(=O)CC(=O)NCCCN3CCOCC3)c(C)o2)cc1OC (configuration not stated),-8,-12,3,-4,5,x,0.1,-0.7
COc1cc(OC)c(CN2CCC(Cc3ccccc3)CC2)cc1Br,-13,0,4,-8,-28,3.1,0.0,-1.3
Cc1cc(C)cc(C(=O)NC(=S)Nc2ccc3c(c2)OCCO3)c1,4,-1,x,-1,-4,x,0.0,0.6
O=C(CCNC(=O)c1ccc(Br)cc1)NC1CCCc2ccccc21 (configuration not stated),5,-1,-5,-14,-7,4.6,0.7,3.0
Cc1c(NC(=O)/C=C/c2cn(-c3ccccc3)nc2-c2ccc(F)cc2)c(=O)n(-c2ccccc2)n1C,7,1,7,-2,-17,-0.6,0.0,2.3
O=C(NCCc1ccccc1)C1CC(=O)N(CCc2ccccc2)C1 (configuration not stated),-1,-12,0,3,5,x,0.0,-0.5
CC1CC(C)CN(S(=O)(=O)c2ccc(C(=O)N(C)Cc3ccccc3)cc2)C1 (configuration not stated),-5,0,9,5,-10,-0.4,1.7,0.1
COc1ccc2c3c([nH]c2c1)[C@H](CO)N(C(=O)c1ccncc1)CC31CN(C)C1,u,-10,x,23,14,-0.1,0.0,-1.0
O=C(NNC(=O)C1CCN(c2ncccn2)CC1)c1ccccc1,-7,0,x,9,11,3.0,-0.2,1.6
NC(=O)CSc1nnc(NC(=O)C2CC(=O)N(c3ccc(F)cc3)C2)s1 (configuration not stated),-4,34,-3,-16,15,x,0.2,0.8
Cc1nn(-c2ccccc2)c(C)c1NC(=O)COc1ccc(C#N)cc1,x,-4,8,-19,-8,0.0,-0.2,x
Cc1cccc(C=CC(=O)c2ccc(Cl)cc2)c1,-5,1,-5,-5,29,-0.1,0.2,3.7
C[C@H](CO)N1C[C@H](C)[C@H](CN(C)S(=O)(=O)c2cccc(F)c2)Oc2ncccc2C1=O,1,-3,2,-8,26,0.0,0.5,-1.0
O=C(OCC1OC(n2cnc3c(N(C(=O)c4ccccc4)C(=O)c4ccccc4)ncnc32)C(O)C1F)c1ccccc1 (configuration not stated),-8,-1,4,-12,-22,x,x,3.1
C[C@@H]1CN([C@H](C)CO)C(=O)c2cc(-c3ccccc3F)cnc2O[C@H]1CN(C)Cc1cccc(C(=O)O)c1,2,0,-1,12,1,-0.1,0.0,-0.8
O=C(CCNC(=O)c1ccc(Cl)cc1)NCCC1=CCCCC1,-6,-3,x,4,4,-3.1,-0.2,-1.2
CCCCOc1ccc(C(=O)N2CCNC(=O)C2CC(=O)OC(C)C)cc1 (configuration not stated),3,-3,3,-14,17,0.0,0.2,-2.7
O=C(Nc1cccc(F)c1)N1CCCCN2[C@@H](CO)[C@H](c3ccc(-c4ccccc4F)cc3)[C@@H]2C1,1,-3,-5,-21,-21,-1.0,0.0,3.3
Nc1ncnc2c1ncn2[C@@H]1O[C@H](CNCc2cccc(C#Cc3ccccc3)c2)[C@@H](O)[C@H]1O,5,6,0,-13,8,0.7,0.3,-1.2
CC(C)(C)c1ccccc1NC(=O)NC1CCN(Cc2c(F)cccc2Cl)CC1,-7,0,3,-5,x,x,0.0,-1.5
C[C@@H]1CN([C@H](C)CO)C(=O)c2cccc(NS(=O)(=O)c3cccs3)c2O[C@H]1CN(C)Cc1ccc(C(F)(F)F)cc1,5,1,1,-1,-34,-2.0,0.1,0.9
Oc1c(N=NC(=S)Nc2ccccc2F)c2ccccc2n1Cc1cccc(Cl)c1,3,-11,x,-20,-17,x,0.0,-0.9
CCc1nc2c(OCC(=O)c3ccc(F)cc3)cccn2c1N(C)C(=O)COc1ccccc1,-7,x,7,-42,x,-0.1,0.4,-0.3
